uPA generation: inhibitors of cell surface uPA generation. cell surface uPA generation assay, qHTS. 330,000 compounds, 0.31% hits. Potency, µM (titrated, usually from 38.3 µM), inactives show at the highest dose activity change, negative = inhibition, usual class: inhibitors. AID 540303; active means well fitted inhibition curve with a large enough effect; inconclusive means small, poorly fitted or top-dose-only effect; inactive means no such curve, though single readings can be large or run the other way; tested in mouse RAW 264.7 cells; further: potency means the concentration at half of the fitted maximal effect; on the % scale 0 is the no-effect control and ±100 the full control effect; nearly all actives have a fitted effect of over 55% in size
KCNH2 3.1 inh: blocks the human KCNH2 3.1 channel isoform | U2OS KCNH2 3.1, thallium flux FluxOr; hits give low values | 340,000 compounds, 0.95% hits | AID 720553 | activity change, % (tested at about 1.8 µM);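 active means maximum activity change below -70%; inconclusive means maximum activity change from -70% to -50%; inactive means maximum activity change above -50%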;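 further: thallium influx rate constant from kinetic fluorescence after stimulation buffer; on the % scale 0 is the no-effect control and ±100 the full control effect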
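Kinetic fluorescence (2 min after stimulation buffer) measures Tl+ influx through KCNH2 3.1 expressed by viral transduction in U2OS cells; the rate constant is normalized against DMSO controls serving as positive and negative references.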
FLuc modulator: firefly luciferase modulation, counter-screen for miR-21 project; P08659; purified FLuc, Km substrates, luminescence inhibition; Potency, µM (titrated, usually from 57.5 µM), for inactives: at the top dose activity change, negative = inhibition, hits mostly inhibitors; 360,000 compounds, 6.9% hits;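 further: potency means the concentration at half of the fitted maximal effect; plate controls were vehicle for no effect and reference inhibitor for full effect; nearly all actives have a fitted effect of over 55% in size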
Target sequence (P08659 whole entry, looked up): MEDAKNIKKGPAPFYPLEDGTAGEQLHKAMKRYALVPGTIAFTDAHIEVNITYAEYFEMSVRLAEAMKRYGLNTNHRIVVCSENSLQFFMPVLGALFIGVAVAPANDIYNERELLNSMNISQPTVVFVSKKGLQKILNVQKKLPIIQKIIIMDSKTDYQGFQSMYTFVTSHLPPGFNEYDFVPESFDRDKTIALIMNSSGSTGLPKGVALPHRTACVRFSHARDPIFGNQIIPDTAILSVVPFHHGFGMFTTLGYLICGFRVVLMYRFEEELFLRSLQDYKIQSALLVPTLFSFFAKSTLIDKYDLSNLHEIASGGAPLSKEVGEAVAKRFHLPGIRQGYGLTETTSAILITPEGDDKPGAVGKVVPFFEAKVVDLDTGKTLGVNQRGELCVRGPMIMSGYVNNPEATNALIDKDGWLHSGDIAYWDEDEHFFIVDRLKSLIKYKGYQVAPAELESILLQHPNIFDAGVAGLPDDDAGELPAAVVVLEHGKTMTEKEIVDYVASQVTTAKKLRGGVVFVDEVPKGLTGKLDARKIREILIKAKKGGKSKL
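Purified P. pyralis luciferase (10nM final) with 10uM D-luciferin and 10uM ATP (Km levels) in 50mM Tris acetate pH 7.5, 10mM Mg acetate, 0.01% Tween-20, 0.05% BSA; qHTS 6-point titration, ~60 µM downward; luminescence read.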
FBPA coupling cs: inhibits coupling enzyme system, counter-screen for aldolase hits; coupling enzyme system counterscreen, AmpLite Red fluorescence; activity change, negative = inhibition, % at 58.2 µM, hits read low; 290,000 compounds, 0.67% hits; in the data active means activity change below about -30%; further: on the % scale 0 is the no-effect control and ±100 the full control effect
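Activity here indicates interference with the coupling reaction, not aldolase inhibition. Compounds at 57.5 uM final met coupling enzymes for 10 min at RT; substrate and AmpLite Red detection followed, with a 525/598 nm fluorescence read after 20 min.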
Tb PFK block: inhibitors of T. brucei phosphofructokinase. O15648. T. brucei PFK, ADP-Glo luminescence. Potency, µM (top dose mostly 57.5 µM), for the others: at the top dose activity, negative = inhibition, usual class: inhibitors. 330,000 compounds, 0.17% hits. AID 485367;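 further: potency means the concentration at half of the fitted maximal effect; 0% = uninhibited 1x PFK enzyme wells and -100% = no-enzyme wells; nearly all actives have a fitted effect of over 60% in size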
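PFK 1.25 nM, F6P 0.5 mM, ATP 0.1 mM, 0.1 M TEA pH 8.0, 5 mM MgCl2, 0.01% Tween20, 0.1% BSA; 45 min RT. ADP-Glo readout. qHTS titration up to 57 uM; curves fitted, compounds curve-classed.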
Rab9 promoter act: activates the Rab9 promoter. 320,000 compounds, 2.8% hits. Potency, µM (titrated, usually from 9.22 µM), for inactives: at the highest dose activation, negative = inhibition, actives largely listed as activators. Huh7 Rab9 promoter-luciferase reporter, luminescence, 24 h; further: potency means the concentration at half of the fitted maximal effect; % of control where 0% means no effect; nearly all actives have a fitted effect of over 60% in size
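Luminescence from Amplite-detected luciferase (10 minutes, ambient) reports Rab9 promoter activation. Before that, stable Rab9-luciferase Huh7 cells (1500/well, reduced-serum OP-MEM I plus 10% FBS) were exposed to compound for 24 hours at 37C.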
RORgamma inh: ROR gamma (mouse) transcription inhibition; P51450; Drosophila S2 Gal4-RORgamma UAS-luciferase reporter, 20 h; Potency, µM (top dose mostly 53.6 µM), for inactives: at the top dose activity change, negative = inhibition, most hits filed as inhibitors; 310,000 compounds, 5.4% hits; AID 2551; further: potency means the concentration at half of the fitted maximal effect; on the % scale 0 is the no-effect control and ±100 the full control effect; nearly all actives have a fitted effect of over 60% in size
Target sequence (P51450 whole entry, looked up, the tested form may be a part): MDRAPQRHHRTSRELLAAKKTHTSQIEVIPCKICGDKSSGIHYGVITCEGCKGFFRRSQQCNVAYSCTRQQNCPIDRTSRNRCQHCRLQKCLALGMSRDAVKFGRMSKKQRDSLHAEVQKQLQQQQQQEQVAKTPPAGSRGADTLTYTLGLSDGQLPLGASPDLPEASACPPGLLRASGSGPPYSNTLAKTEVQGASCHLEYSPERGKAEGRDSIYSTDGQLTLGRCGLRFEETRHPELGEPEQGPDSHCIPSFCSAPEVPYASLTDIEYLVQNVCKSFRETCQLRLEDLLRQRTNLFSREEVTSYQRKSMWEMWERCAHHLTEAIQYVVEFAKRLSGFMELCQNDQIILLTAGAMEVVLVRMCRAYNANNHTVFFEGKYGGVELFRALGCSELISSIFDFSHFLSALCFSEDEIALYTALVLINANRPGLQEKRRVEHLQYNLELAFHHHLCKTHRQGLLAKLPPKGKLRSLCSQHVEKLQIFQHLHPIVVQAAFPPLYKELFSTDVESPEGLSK
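Drosophila S2 cells stably expressing Gal4-DBD/mouse RORγ fusion under metallothionein promoter plus UAS-luciferase; compound 1 h, then 700 uM CuSO4 induction for 20 h at ambient temperature; inhibition read as reduced luminescence.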
Giardia kill: kills Giardia lamblia; Giardia lamblia trophozoite viability; AID 540267; 340,000 compounds, 0.15% hits; activity change, % at 7.66 µM, hits read low; in the data active means activity change below about -80%; inconclusive means between about -30% and that limit;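 further: parasites exposed to compound for two days anaerobically before the ATP read; on the % scale 0 is the no-effect control and ±100 the full control effect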
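Each well holds 100 Giardia trophozoites and compound. After two days (48 hrs) at 37 deg C in anaerobic conditions, ATP is quantified by luminescence.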
NPC1 prom act: NPC1 promoter activation. 320,000 compounds, 2.4% hits. Huh7 NPC1 promoter luciferase reporter, 24 h. Potency, µM (doses to about 9.22 µM), inactives show at the top dose activation, hits mostly activators. AID 485313;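 further: potency means the concentration at half of the fitted maximal effect; % of control where 0% means no effect; nearly all actives have a fitted effect of over 60% in size; reporter is driven by a mutant NPC1 promoter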
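Stable NPC1-promoter luciferase Huh7 line; cpd (DMSO) 24 h, 37 °C, 5% CO2; Amplite luciferase reagent 10 min RT; luminescence readout. qHTS format.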
VP16 counter: inhibits Gal4-VP16 luciferase reporter, ROR gamma counter-screen; Drosophila S2 Gal4-VP16 UAS-luciferase, luminescence, 20 h; Potency, µM (titrated, usually from 53.6 µM), without a hit: top-dose activity, negative = inhibition, actives largely listed as inhibitors; 310,000 compounds, 3.5% hits;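 further: Gal4-VP16 expression switched on by copper sulfate through the metallothionein promoter; potency means the concentration at half of the fitted maximal effect; on the % scale 0 is the no-effect control and ±100 the full control effect; nearly all actives have a fitted effect of over 50% in size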
ELG1 genotox: inducers of genotoxicity in HEK293T ELG1-luciferase cells; HEK293T ELG1-luciferase reporter, luminescence, 16 h; 330,000 compounds, 1.3% hits; Potency, µM (highest dose often 46 µM), for the others: at the top dose activity change, positive = activation, most hits filed as activators; further: potency means the concentration at half of the fitted maximal effect; % of control where 0% means no effect; nearly all actives have a fitted effect of over 60% in size
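DMSO vehicle served as control against compound-treated ELG1-luciferase HEK293T cells; exposure lasted 16 hr at 37 °C and 5% CO2, followed by ONE-Glo luminescence detection after 30 min.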
Active calls of the source: *; ? = inconclusive; . = not tested or not shown; [ ] = dose if it differs, or a comment. Unless noted, the call rests on the fitted dose curve; in most records, active means well fitted curve in the direction sought with a large enough effect; inconclusive means small, poorly fitted or top-dose-only effect, or another doubt; inactive means no such curve, though single readings can be large; an effect the other way counts as inactive or inconclusive. Compounds as they come; about 14% have a hit in one of these screens.

SMILES	uPA generation	KCNH2 3.1 inh	FLuc modulator	FBPA coupling cs	Tb PFK block	Rab9 promoter act	RORgamma inh	Giardia kill	NPC1 prom act	VP16 counter	ELG1 genotox
O=C(CC1NCCNC1=O)NC1Cc2ccccc2C1 (stereo unspecified)	0.7%	5.5	3.3%	0.4	3.2%	-3.0%	2.9%	-3.8	0.9%	12.8%	0.6%
CCC(=O)Nc1ccc(C(=O)NNC(=O)c2ccccc2)cc1	17.7%	-1.5	-4.2%	5.5	-1.6%	-3.7%	-10.6%	0.6	5.2%	5.8%	2.2%
O=c1c2ccccc2c(-c2ccccc2)nn1-c1cc(Cl)cc(Cl)c1	4.5%	8.7	3.9%	1.1	5.1%	3.1%	0.8%	-9.4	1.5%	11.5%	3.1%
CCCCCCOc1ccc(N2C(=O)CC(N(CCc3ccc(S(N)(=O)=O)cc3)C(C)=O)C2=O)cc1 (stereo unspecified)	0.6%	-24.1	-2.9%	2.5	8.9%	-3.2%	?	-3.6	-4.4%	1.1%	-1.5%
CCOC(=O)Cn1cnc2c(cnn2-c2ccc(OC)cc2)c1=O	6.1%	15.2	?	3.5	0.5%	?	.	-14.1	?	.	?
COc1ccc(COC(=O)c2ccc(C)c(S(=O)(=O)N3CCOCC3)c2)cc1F	4.0%	-6.6	-10.7%	.	16.7%	3.9%	.	-20.2	-2.6%	.	-6.5%
Nn1cc(-c2ccccc2)nc1SCC(=O)NCC1CCCO1 (stereo unspecified)	0.7%	-5.1	-5.1%	-0.4	-1.9%	4.5%	43.4%	-11.8	-0.4%	4.9%	4.3%
O=C(O)c1ccc2cccc(O)c2n1	5.9%	-4.8	-10.6%	-16.4	-3.6%	-6.2%	3.4%	1.8	2.4%	-5.6%	-0.3%
COc1ccnc2c1c(=O)n(Cc1c(F)cccc1Cl)c(=O)n2C	-5.6%	-3.7	-2.8%	1.6	-0.3%	4.3%	-5.0%	0.6	-4.1%	?	3.2%
Cc1ccnc(NC(=O)Cc2c(F)cccc2Cl)c1	11.2%	10.6	-14.5%	0.5	3.8%	2.6%	?	18.9	0.5%	-2.1%	0.0%

3 compounds from above, limited to FLuc modulator, RORgamma inh and Tb PFK block.
SMILES,FLuc modulator,RORgamma inh,Tb PFK block
O=c1c2ccccc2c(-c2ccccc2)nn1-c1cc(Cl)cc(Cl)c1,3.9%,0.8%,5.1%
CCCCCCOc1ccc(N2C(=O)CC(N(CCc3ccc(S(N)(=O)=O)cc3)C(C)=O)C2=O)cc1 (stereo unspecified),-2.9%,?,8.9%
Cc1ccnc(NC(=O)Cc2c(F)cccc2Cl)c1,-14.5%,?,3.8%

Going on with the list.
SMILES	uPA generation	KCNH2 3.1 inh	FLuc modulator	FBPA coupling cs	Tb PFK block	Rab9 promoter act	RORgamma inh	Giardia kill	NPC1 prom act	VP16 counter	ELG1 genotox
COc1cccc(NC(=O)Nc2cnccn2)c1	-3.8%	13.8	?	0.0	-1.6%	20.2%	8.2%	-9.7	9.3%	-14.5%	4.4%
CCOC(=O)CCC(NC(=O)CCCCCCCC(=O)NC(CCC(=O)OCC)C(=O)OCC)C(=O)OCC (stereo unspecified)	-5.6%	1.6	3.1%	1.6	3.8%	0.5%	-6.2%	-9.9	-2.7%	7.9%	1.4%
COC(=O)c1nc(N)sc1-c1ccccc1	-10.4%	6.2	5.0%	-1.3	0.6%	-12.3%	-27.7%	21.9	-0.7%	1.6%	?
CCc1noc(C)c1C(=O)Nc1cc(Cl)ccc1N1CCOCC1	-3.0%	6.5	1.0%	.	-0.3%	1.7%	.	-0.8	1.0%	.	10.2%
C(=N\Nc1nc(-c2ccccc2)cs1)/c1cccnc1	.	4.1	21.3µM*	-1.5	-4.6%	2.24µM*	9.3%	1.4	3.16µM*	-4.6%[0.365 µM]	5.17µM*
CC(C)CCNC(=O)CCNS(=O)(=O)c1ccc(Cl)cc1	.	5.6	-0.1%	2.7	-1.2%	-2.5%	33.3%	-0.3	-7.5%	-9.0%	1.6%
COc1ccc(CCNC(=O)C2CCN(C(=O)c3ccc(C(C)(C)C)cc3)CC2)cc1OC	-15.7%	3.5	?	1.2	1.5%	?	?	-12.1	?	14.1%	0.4%
CCOC(=O)N1CCC(N2CCN(C3CCCC3)C(CCO)C2)CC1 (stereo unspecified)	-0.8%	-9.0	-0.6%	1.0	-1.8%	-2.3%	8.8%	3.9	-3.1%	-0.2%	-1.3%
N#Cc1c(N)nc(SCC(=O)NCc2ccc3c(c2)OCO3)c(C#N)c1-c1cccs1	0.1%	1.4	-1.0%	-1.0	-1.9%	4.8%	-7.7%	-10.4	1.7%	0.6%	1.1%
CC1CCCCC1NC(=O)Cn1c(=O)cnc2ccccc21 (stereo unspecified)	2.6%	-7.5	.	.	1.5%	.	.	14.5	.	.	4.0%
O=C(CCN1C(=O)/C(=C/c2ccccc2Cl)SC1=S)NC1CCS(=O)(=O)C1 (stereo unspecified)	1.2%	-4.6	0.8%	7.9	-3.7%	-2.3%	-24.5%	-6.6	-0.6%	3.0%	3.9%
COc1cccc(-c2nnn(CC(C)=O)n2)c1	-0.3%	16.2	6.75µM*	0.7	-5.2%	2.51µM*	-65.6%	-9.5	2.82µM*	-25.8%	?
COC(=O)c1ccccc1NC(=O)CN1CCN(c2ccccn2)CC1	15.5%	-7.0	5.5%	-5.0	-3.5%	1.2%	5.2%	-14.2	-10.0%	-0.8%	-0.1%
CS(=O)(=O)N1CCN(c2ccc(NC(=O)c3ccc(Br)o3)cc2)CC1	4.8%	1.5	-15.4%	0.6	-8.3%	3.16µM*	-22.6%	-11.2	2.82µM*	4.0%[0.365 µM]	1.46µM*
CN(C)CCCNCCCNC(=O)/C(=N\O)c1ccccn1	-0.7%	17.9	3.5%	1.1	-2.1%	-3.4%	22.4%	6.1	-2.8%	7.2%	1.5%
CC(=O)NCCCC(=O)NC(CCC(=O)OCc1ccccc1)C(=O)OCc1ccccc1 (stereo unspecified)	-1.3%	-2.6	-3.3%	4.4	0.2%	-1.2%	19.0%	5.4	-0.1%	-11.8%	0.0%
O=C(c1ccc2nc3ccccc3c(=O)n2c1)N1CCN(Cc2ccc3c(c2)OCO3)CC1	.	4.2	3.2%	-1.0	1.2%	4.6%	20.4%	19.4	-2.3%	-6.0%	-10.6%
CC(C)(C)c1nc(SCC(=O)NNC(=O)c2ccccc2)c2ccccc2n1	-5.2%	-5.0	0.1%	6.0	0.1%	-5.3%	-34.7%	4.7	2.3%	3.2%	-0.7%
Cn1nnc2c[n+](CC(=O)c3ccc(Cl)cc3)cc(Br)c21	-16.1%	-8.7	3.3%	-14.9	0.2%	-17.8%	-0.4%	-12.8	-27.1%	-6.8%	?
COc1cccc(-c2ncc3ccccc3c2CO)c1	9.7%	2.0	-17.9%	.	3.9%	-3.3%	.	-7.3	2.0%	.	4.3%
CC1Cc2ccccc2N1C(=O)C1CCN(S(=O)(=O)Cc2ccccc2)CC1 (stereo unspecified)	-0.1%	-9.0	-1.1%	1.6	2.1%	-4.3%	-3.2%[10 µM]	9.8	1.5%	4.0%	0.0%
Cc1ccc(OCC(=O)NCc2ccccn2)c(Br)c1	-0.9%	11.0	16.9µM*	1.9	3.6%	?	2.0%	-12.1	?	?	?
COc1ccccc1-n1c(SCC(=O)NC2CCCC2)nc2cccnc21	1.1%	-17.0	1.8%	-0.1	0.8%	-4.6%	41.1%	-15.1	20.3%	1.1%	0.8%
CCOCCc1c(O)nc(SCC(=O)N2CCOCC2)[nH]c1=O	5.3%	14.2	0.1%	0.5	-0.7%	-3.0%	-10.2%	-3.2	-2.3%	3.2%	1.8%
CCOc1ccc(/C=N/NC(=O)C2(O)c3ccccc3-c3ccccc32)cc1	4.2%	-3.6	0.7%	4.8	-1.1%	-14.0%	20.7%	10.1	-2.6%	-4.5%	0.4%
C/C(CC(=O)Nc1ccc(N(C)C)cc1)=N\NC(=O)c1ccc(F)cc1	0.7%	-1.0	-2.2%	-1.3	1.9%	13.9%	1.78µM*	24.1	-5.0%	?	1.2%
Cc1ccc(OCCN2CCN(C(=O)CCC(=O)Nc3nnc(C(C)C)s3)CC2)cc1	-4.2%	0.6	5.6%	3.3	6.4%	-15.5%	38.1%	3.9	-24.8%	12.6µM*	-2.4%

Compound activity as filed in PubChem BioAssay.
